From PubChem BioAssay
Vif-A3F inh – inhibitors of Vif-A3F interaction; hit rate 0.2% among 390,000; HeLa A3F-eYFP + Vif (tagged APOBEC3F with the HIV-1 protein that degrades it), YFP fluorescence increase; Potency, µM (doses to about 46.1 µM), for the others: at the top dose activity, negative = active; note: potency is the fitted concentration of half-maximal effect; % of control where 0% means no effect; nearly all actives have a fitted effect of over 65% in size
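Fluorescence increase (Ex 488/Em 500-530) after overnight compound treatment at 37 deg C flags inhibition of Vif-driven A3F-eYFP loss in stable HeLa A3F-eYFP/Vif cells seeded overnight beforehand.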
ERG-DNA inh – ERG Ets/DNA interaction inhibition; P11308; fluorescence polarization, His-ERG Ets domain / labelled DNA; Potency, µM (titrated, usually from 76.9 µM), for inactives: at the top dose FP activity, negative = inhibition, usual class: inhibitors; hit rate 0.028% among 370,000; AID 624246; active = well fitted inhibition curve with a large enough effect in the polarisation, with a control signal flat; inconclusive = small, poorly fitted or top-dose-only effect, or effect the other way, or a change in a side signal; inactive = no such curve, though single readings can be large or run the other way; the % refers to the polarisation;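 note: polarization taken with two DNA probes labelled with fluorescein and Texas red; potency is the fitted concentration of half-maximal effect; % of control where 0% means no effect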
Target sequence (P11308 whole entry, looked up, the tested form may be a part): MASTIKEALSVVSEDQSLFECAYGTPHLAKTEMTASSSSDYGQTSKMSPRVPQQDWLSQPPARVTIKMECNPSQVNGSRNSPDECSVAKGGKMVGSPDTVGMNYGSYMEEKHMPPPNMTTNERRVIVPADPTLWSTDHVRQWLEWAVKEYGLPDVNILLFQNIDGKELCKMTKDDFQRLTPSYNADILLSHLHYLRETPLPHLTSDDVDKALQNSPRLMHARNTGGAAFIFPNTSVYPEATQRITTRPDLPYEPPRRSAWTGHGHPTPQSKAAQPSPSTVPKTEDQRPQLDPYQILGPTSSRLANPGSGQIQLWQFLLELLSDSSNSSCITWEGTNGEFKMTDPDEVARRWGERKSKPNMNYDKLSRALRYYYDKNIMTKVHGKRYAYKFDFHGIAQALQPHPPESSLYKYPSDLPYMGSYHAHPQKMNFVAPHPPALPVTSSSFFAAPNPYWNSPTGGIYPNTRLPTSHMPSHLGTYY
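His-tagged ERG Ets domain (1 uM in the protein solution; 300mM KCl, 50mM Tris-HCl, 1mM EDTA, 1mM DTT, pH 7.5) received compound, then a probe mix of 5 nM fluorescein-DNA and 100nM Texas-615-DNA. Fluorescence polarization was read for both dyes.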
Glioma ERSR ind – ER stress response induction in glioma. U87-MG GRP78 promoter luciferase reporter, 16 h. Potency, µM, for inactives: at the highest dose activation, actives largely listed as activators. hit rate 0.02% among 420,000. AID 602332; note: potency is the fitted concentration of half-maximal effect; series mostly up to about 76 µM; % of control where 0% means no effect; nearly all actives have a fitted effect of over 35% in size
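ERSR induction read as luciferase luminescence (Bright-Glo, 10 min at room temperature) in stably transfected human U87-MG glioma cells exposed to compounds for 16 h, using GRP78 as sensor.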
D2 agonist – D2 dopamine receptor (human) agonism; P14416; HEK293 T-REx D2 cells, calcium flux agonist mode; activation, % at 2 µM; hit rate 0.53% among 340,000;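 active = activation over 3 SD above normal in the single-dose calcium agonist read, cut at about 30% in these data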; note: 0% is about no effect
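Agonism scored from kinetic calcium signal (1 read/sec, 180 s) following compound pin transfer, after a 10 s baseline. Cells: HEK293 Trex line expressing inducible D2 receptor coupled to calcium, dye-loaded after overnight culture at 30 C.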
Vif-A3G inh – inhibitors of Vif-APOBEC3G interaction; Q9HC16; Potency, µM (highest dose often 46.1 µM), for inactives: at the top dose activity, negative = active, hits mostly inhibitors; HeLa A3G-eYFP + Vif (tagged APOBEC3G with the HIV-1 protein that degrades it), YFP fluorescence, overnight; AID 602310; hit rate 0.076% among 410,000;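 note: potency is the fitted concentration of half-maximal effect; % is set by controls: 0 for no effect and ±100 for the full control effect; nearly all actives have a fitted effect of over 60% in size; hits raise eYFP signal because A3G escapes Vif-driven loss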
Target sequence (Q9HC16 whole entry, looked up): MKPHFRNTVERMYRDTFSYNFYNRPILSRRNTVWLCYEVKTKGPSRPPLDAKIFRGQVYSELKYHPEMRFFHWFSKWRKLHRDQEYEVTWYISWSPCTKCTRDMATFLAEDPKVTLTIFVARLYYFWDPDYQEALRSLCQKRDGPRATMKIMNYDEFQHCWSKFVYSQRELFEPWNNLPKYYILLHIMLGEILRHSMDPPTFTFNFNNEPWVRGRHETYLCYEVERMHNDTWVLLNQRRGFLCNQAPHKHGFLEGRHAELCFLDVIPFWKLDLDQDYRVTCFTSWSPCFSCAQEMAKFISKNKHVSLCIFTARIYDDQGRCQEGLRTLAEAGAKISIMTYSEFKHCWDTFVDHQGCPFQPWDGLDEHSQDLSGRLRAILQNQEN
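HeLa cells stably expressing Vif and C-terminally eYFP-tagged A3G, seeded overnight at 37 deg C, then exposed to compound by pintool overnight at 37 deg C. Rise in yellow fluorescence (Ex 488/Em 500-530, Acumen) marks blocked Vif-driven A3G degradation.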
RGS4 inhibitor – blocks human RGS4-accelerated GTP hydrolysis; P49798; Transcreener GDP fluorescence polarization, RGS4-accelerated GTP hydrolysis; Potency, µM (titrated, usually from 114 µM), for inactives: at the highest dose activity change, negative = inhibition, hits mostly inhibitors; hit rate 0.039% among 390,000; AID 504845; note: potency is the fitted concentration of half-maximal effect; % is set by controls: 0 for no effect and ±100 for the full control effect; nearly all actives have a fitted effect of over 75% in size; some results filed as inactive show a strong effect at the top dose
Target sequence (P49798 whole entry, looked up): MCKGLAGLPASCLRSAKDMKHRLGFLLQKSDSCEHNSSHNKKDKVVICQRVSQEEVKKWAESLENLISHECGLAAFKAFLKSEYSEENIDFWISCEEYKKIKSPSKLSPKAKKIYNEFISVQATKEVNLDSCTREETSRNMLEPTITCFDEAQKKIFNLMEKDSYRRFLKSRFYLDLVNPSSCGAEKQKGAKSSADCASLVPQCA
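MLSMR compounds (23 nl, pin-transferred) preincubated 10 min at room temperature with a 500nM (2x) first reagent, then RGS4 at 900nM (2x) plus Transcreener GDP mix added; fluorescence polarization (620/688 nm) read before and after 90 min at 30 °C.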
D2 antag – antagonizes the human D2 dopamine receptor. P14416. HEK293 TREx D2 cells, calcium flux, dopamine EC80. inhibition, % at 10 µM. hit rate 2% among 340,000. AID 485344; in the data active = inhibition above about 30%; note: 0% is about no effect
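Inhibition of EC80 dopamine-driven calcium flux, recorded kinetically, defines activity here; cells are a tetracycline-induced HEK293 T-REx line expressing force-coupled D2.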
LDHA inh – blocks human lactate dehydrogenase A. P00338. purified LDHA, NADH/diaphorase-resazurin fluorescence; active compounds read low. activity change, % (values are at about 110 or 230 µM). hit rate 0.15% among 480,000. AID 1347041; in the data active = activity change below about -30%; inconclusive = mostly about -25% to -30%;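 note: plate controls were DMSO wells for no effect and wells without enzyme for full effect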
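Resorufin fluorescence (ex540/em590), read at 0 and 20 min after diaphorase/resazurin addition, reports the NADH left after a 5 min room-temperature reaction of 2 nM human LDH5 with 0.06 mM NADH and 0.2 mM pyruvate.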
ALOX12 inh – ALOX12 (human) lipoxygenase inhibition | P18054 | purified 12hLO, xylenol orange hydroperoxide absorbance | Potency, µM (highest dose often 108 µM), inactives show at the top dose activity change, negative = inhibition, actives largely listed as inhibitors | hit rate 1.1% among 580,000 | AID 1671190; note: potency is the fitted concentration of half-maximal effect; % is set by controls: 0 for no effect and ±100 for the full control effect
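Purified human 12hLO (150 nM final) in 25 mM Hepes, 0.01% Triton X-100, pH 7.0 was preincubated 15 min at room temperature with compound. Then 40 uM arachidonic acid was added, 30 min. Hydroperoxide was read by Fe-XO absorbance ratio 573/405 nm.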
* = called active by the depositor; ? = inconclusive; . = not tested or not shown; & = joins results of further samples; [ ] = another dose, or the depositor's remark. Unless noted, calls come from the whole dose curve; as a rule, active = well fitted curve in the direction sought with a large enough effect; inconclusive = small, poorly fitted or top-dose-only effect, or another doubt; inactive = no such curve, though single readings can be large; an effect the other way counts as inactive or inconclusive. An excerpt; rates above refer to the full screens.

SMILES	Vif-A3F inh	ERG-DNA inh	Glioma ERSR ind	D2 agonist	Vif-A3G inh	RGS4 inhibitor	D2 antag	LDHA inh	ALOX12 inh
Cc1cc(NC(=O)CSc2nc(-c3ccccc3Cl)nc3c2c(=O)n(C)c(=O)n3C)no1	11.4%	3.6%	-2.7%	-0.4	-9.1%	-0.2%	2.8	-5.6	5.0%
CCCc1cc(=O)[nH]c(Nc2cc(Cl)cc(Cl)c2)n1	-5.4%	4.5%	-6.1%	2.8	7.0%	-6.4%	.	-12.1	-10.0%
N=c1c(C(=O)NCc2ccc(F)cc2)cc2c(=O)n3ccccc3nc2n1Cc1cccnc1	?	1.7%	0.0%	-2.8	0.2%	?	-8.9	0.0	-9.2%
Cc1cc(=O)[nH]c(SCC(=O)c2ccc3c(c2)NC(=O)CO3)n1	14.5%	7.2%	-2.4%	0.6	-14.6%	-31.1%	9.8	0.1	?
CCOC(=O)C1=C(CC)Nc2ccccc2N=C1NC(=O)CCNC(C)=O	1.3%	-2.1%	-3.4%	0.7	4.9%	16.5%	-0.1	1.0	2.0%
COc1ccc2nc(SCC(O)c3cccc(Br)c3)[nH]c2c1 (centres undefined)	2.8%	5.4%	0.2%	-1.1	4.5%	-9.6%	.	-3.8	?
COc1ccc(-c2cc(C(=O)N3CCCCCC3)c3ccccc3n2)cc1	-14.8%	-8.9%	1.9%	-0.8	-7.4%	-46.4%	-3.6	2.5&3.2	-2.9%&10.5%
Cc1ccc(-n2ncc(C(=O)Nc3c(Cl)cccc3Cl)c2C2CCNCC2)cc1	-5.8%	-2.4%	-2.2%	-0.1	3.5%	-4.9%	.	4.9	-18.0%
CC(CCc1ccccc1)NC(=O)COC(=O)c1ccc(NC(N)=O)cc1 (centres undefined)	11.9%	-5.7%	-1.7%	-1.6	1.3%	1.6%	-11.0	-2.9	0.6%
COc1ccccc1OCCC(=O)Nc1cccc(S(=O)(=O)N2CCCCC2)c1	2.2%	2.3%	-5.3%	-0.2	0.7%	-4.7%	3.8	-4.9	-3.0%
CCOC(=O)Cn1cnc2c(cnn2-c2ccc(Cl)cc2)c1=O	-4.9%	1.6%	9.5%	-0.1	-5.2%	-19.0%	4.3	-4.5	0.0%
CCOC(=O)CN(C(=O)CCC(=O)Nc1cc(C)on1)C(C(=O)NC1CCCC1)c1cccnc1 (centres undefined)	.	4.3%	-4.3%	0.5	1.5%	-18.1%	-4.6	-2.4	0.0%
Cc1nc2ccccc2n1CCc1nc2c3ccccc3nc(SCc3ccc(F)cc3)n2n1	4.2%	3.1%	-5.3%	0.2	-2.9%	32.5%	.	-0.2	-15.8%
COc1ccccc1N(C(=O)c1snc(C(N)=O)c1N)C(C(=O)NCc1ccccc1)c1ccc(C)o1 (centres undefined)	-0.1%	-10.7%	-1.4%	.	-4.7%	10.3%	.	-10.1	-23.7%
O=C(CN1c2ccccc2Sc2ccccc21)N/N=C/c1ccccc1	1.7%	5.0%	-6.5%	0.3	-3.6%	-36.1%	-7.7	0.2	173.0%[activator]
Cc1cccc(NC(=O)C2(c3ccc([N+](=O)[O-])cc3)CCCC2)c1	-0.5%	-1.9%	-0.9%	1.7	-2.1%	-19.0%	11.3	-0.1	0.0%
Cc1ccc(NC(=O)/C=N/OCC(=O)NCc2ccccc2Cl)cc1	-8.9%	-1.7%	1.8%	-1.5	0.0%	-12.1%[11.4 µM]	-4.0	-1.0	-0.2%
Cc1ccc(S(=O)(=O)N2CCOCC2)cc1C(=O)N1CCc2ccccc21	-16.7%	0.5%	-3.1%	.	0.6%	5.0%	.	-1.3	?
CCCc1cc(-c2n[nH]c(C)c2-c2ccc(C(=O)OCC)o2)c(O)cc1O	4.3%	4.7%	-1.6%	-2.2	-1.9%	16.0%	9.9	8.6	?
CCOc1ccc(N2C(=O)CS/C2=N/NC(=O)COc2ccc3ccccc3c2)cc1	-3.5%	.	0.8%	0.7	-1.5%	17.2%	-11.0	-2.2	19.4%
CC(=O)N1c2ccc(S(=O)(=O)NCC3CCC(C(=O)NCCC(C)C)CC3)cc2CC1C (centres undefined)	-4.9%	-7.2%	-3.7%	.	6.6%	-39.8%	.	4.5	4.4%
COc1ncnc2sc3c(c12)CCCC3	-10.8%	0.9%	-2.5%	0.6	1.0%	-5.4%	-19.6	-2.2	16.9%
CN[C@@H](CO)C(=O)NC[C@H]1O[C@@H](n2cc(C)c(=O)[nH]c2=O)C[C@@H]1O	-5.5%	.	-1.0%	.	-2.7%	.	.	-13.9	7.7%
O=C(/C(=N\O)n1cncn1)c1ccc(Br)cc1Br	-17.4%	0.4%	-2.9%	-0.4	-1.3%	-30.0%	22.9	1.5	24.3%
Oc1ccc(-c2cn3c(n2)SCC3)cc1	7.2%	5.6%	0.6%	0.1	0.2%	14.7%	-10.9	-4.3	?

Three of the compounds above, with bars between the fields.
mol | Vif-A3F inh | ERG-DNA inh | Glioma ERSR ind | D2 agonist | Vif-A3G inh | RGS4 inhibitor | D2 antag | LDHA inh | ALOX12 inh
Cc1ccc(NC(=O)/C=N/OCC(=O)NCc2ccccc2Cl)cc1 | -8.9% | -1.7% | 1.8% | -1.5 | 0.0% | -12.1%[11.4 µM] | -4.0 | -1.0 | -0.2%
Cc1ccc(S(=O)(=O)N2CCOCC2)cc1C(=O)N1CCc2ccccc21 | -16.7% | 0.5% | -3.1% | . | 0.6% | 5.0% | . | -1.3 | ?
O=C(CN1c2ccccc2Sc2ccccc21)N/N=C/c1ccccc1 | 1.7% | 5.0% | -6.5% | 0.3 | -3.6% | -36.1% | -7.7 | 0.2 | 173.0%[activator]

Further entries.
SMILES	Vif-A3F inh	ERG-DNA inh	Glioma ERSR ind	D2 agonist	Vif-A3G inh	RGS4 inhibitor	D2 antag	LDHA inh	ALOX12 inh
COc1cc(CC(=O)O)c([N+](=O)[O-])cc1OC	-0.7%	-4.1%	-4.3%	0.0	-2.8%	-3.5%[11.4 µM]	1.4	-1.9	-0.6%
CC1=C(C(=O)Nc2ccc(C)cc2C)C(c2ccccc2)n2nc(SCC(=O)c3ccc(C)cc3)nc2N1 (centres undefined)	3.1%	4.4%	-5.1%	-7.5	-1.4%	-26.4%	.	2.5	-0.1%
COc1ccc(C(=O)Nc2ccc(C(=O)O)cc2NC(=O)c2ccc(OC)cc2)cc1	-9.4%	4.3%	-5.4%	-1.9	3.3%	14.9%	-5.8	-7.3	-2.8%
Cc1cccc(NC(=S)NNC(=O)c2ccccc2OC(F)F)c1	-3.7%	8.5%	-0.3%	0.5	-0.8%	-50.4%	-33.6	-3.2	0.8%
COC(C[C@@H]1O[C@@H]1[C@H](O)COCc1ccccc1)OC	2.7%	-2.7%	-0.6%	-1.8	0.1%	16.1%	7.9	-2.9	-5.3%
Cc1ccc(SCc2nc(-c3ccc(C(=O)NCc4ccc(Cl)cc4)cc3)oc2C)cc1	-0.9%	2.9%	-2.4%	1.1	-0.5%	-20.7%	.	-1.5	-15.5%
Cc1ccc2sc(NNC(=O)c3ccc4c(c3)OCCO4)nc2c1C	-3.2%	?	2.6%	-0.9	-1.1%	0.8%	-6.0	-0.4	?
Cc1ccc(NC(=O)c2sc3nc(N4CCOCC4)c4c(c3c2N)CC(C)(C)OC4)cc1	1.5%	10.6%	-4.1%	-0.8	-4.6%	-0.4%	18.0	-2.8	-22.4%
Cc1cccc(C)c1NC(=O)C1c2cccc[n+]2CC(=O)N1Cc1cccs1 (centres undefined)	-4.7%	3.6%	-1.7%	3.7	-0.1%	1.6%	-4.9	2.4	-17.8%
COc1ccc(S(=O)(=O)Nc2ccc(S(=O)(=O)Nc3nccs3)cc2)cc1	0.7%	-5.2%	-0.1%	-0.5	-4.2%	-12.3%	49.6*	6.1	-3.9%
O=C(/C=C/c1ccccc1)NCCc1ccccc1	-1.1%	-4.1%	0.6%	-0.6	4.3%	-1.5%	4.3	0.8	?
O=C(N/C(=C/c1ccco1)C(=O)N1CCOCC1)c1ccc([N+](=O)[O-])cc1	9.0%	6.1%	-3.6%	0.0	-2.4%	14.5%	12.6	0.4	172.9%[activator]
Cc1ccc(OCc2cc(=O)n3ccsc3n2)c(NC(=O)c2ccco2)c1	-6.4%	2.9%	-1.4%	0.4	2.8%	12.0%	.	-8.5	-18.3%
CC(C)CC(=O)NC(=S)N1CCCCCC1	2.0%	-10.9%	-4.3%	0.1	5.8%	-3.9%	11.7	-4.4	21.1%
O=C(Nc1ccc(C(=O)N2CCN(c3ccc(F)cc3)CC2)cc1)C1=CSCCO1	-4.5%	1.4%	-4.7%	.	1.0%	-6.4%[56.9 µM]	.	-1.6&10.5	14.8%&-19.3%
CC(C)(C)C(=O)N1CCN(C(=O)c2ccco2)CC1	3.2%	7.4%	-3.1%	0.4	0.1%	9.0%	-4.2	-7.5	2.8%
CCOC(=O)C1(CCCc2ccccc2)CCN(C(=O)CCN2CCCCC2=O)CC1	10.6%	1.2%	-0.2%	-1.2	4.7%	11.4%	-11.2	-2.0	0.0%
O=C(C1=C(O)C(=O)N(Cc2ccco2)C1c1ccccc1F)c1cccs1 (centres undefined)	-11.3%	5.2%	-3.9%	.	-4.8%	?	.	3.3	?
Cc1cc(-c2nnc(CCC(=O)NC(C)c3ccc(F)cc3)o2)no1 (centres undefined)	8.3%	1.4%	1.2%	0.7	-1.8%	2.9%	5.5	-1.9	-2.1%
COc1ccccc1NC(=O)NC1(C(=O)NCC2CCCO2)CCCCC1 (centres undefined)	-14.9%	-10.0%	-1.4%	.	2.8%	1.6%	.	-3.0	-6.6%
